Assay outcomes: PubChem, Broad Institute
DENV2 CPE rescue – inhibitors of DENV2 cytopathic effect, primary screen, cell-based, plate reader, single concentration. AID 651640, 2012. DENV2-infected cells, cytopathic effect rescue. 350,000 tested, 1.7% active. CPE inhibition, % at 9.99 µM; in the data active = CPE inhibition above about 20%, passing the limit was not always enough; inconclusive = no clear call, values can overlap the other calls; tested in BHK-21 cells;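 also: 0% = median of neutral control wells and 100% = median of positive control wells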
SIRT5 inh – SIRT5 desuccinylase inhibitors, primary screen, biochemical, fluorescence imaging, single point, set 5 | Purified SirT5, succinyl-peptide AMC, trypsin-coupled fluorescence | inhibition, % at 15 µM | 330,000 tested, 1.1% active | AID 652115, 2013; in the data active = inhibition above about 15%; inconclusive = no clear call, values can overlap the other calls
Target sequence (Q9NXA8 whole entry, looked up): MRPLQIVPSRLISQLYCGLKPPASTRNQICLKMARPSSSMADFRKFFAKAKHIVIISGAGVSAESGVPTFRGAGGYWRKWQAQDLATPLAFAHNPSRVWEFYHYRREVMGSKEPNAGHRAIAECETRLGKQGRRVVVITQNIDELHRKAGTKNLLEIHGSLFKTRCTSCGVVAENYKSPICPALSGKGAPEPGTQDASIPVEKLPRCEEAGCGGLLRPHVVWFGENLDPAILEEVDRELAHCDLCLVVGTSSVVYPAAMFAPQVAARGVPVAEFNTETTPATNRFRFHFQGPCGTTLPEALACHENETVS
EWS-Fli block – EWS/Fli-driven NR0B1 reporter inhibitors, primary screen, A673 cells, NR0B1 luciferase, luminescence, MLPCN library; viability-normalised; inhibition, % at 12.6 µM; 350,000 tested, 0.67% active; AID 651661, 2012;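 active = mean inhibition of at least 50% after viability correction, with every replicate also passing that limit; inconclusive = mean reaches 50% but only one of two replicates passes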;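 also: firefly luciferase signal divided by Alamar Blue viability fluorescence both relative to DMSO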
PAX8 reporter – inhibitors of PAX8-driven TPO luciferase reporter, primary screen, RMG-I cells, single concentration. SteadyGlo, 24 h. inhibition, % at 12.6 µM. 360,000 tested, 1.2% active. AID 652154, 2013;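 active = mean replicate inhibition at least 60% with every replicate also reaching 60%; inconclusive = only one of the two criteria is met; inactive = mean below 60% and not all replicates reaching 60%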;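 also: luciferase light reporting Pax8 driven TPO promoter activity; plate controls were median of neutral control wells for no effect and mitoxantrone controls for full effect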
ARNT TACC3 PPI – disruptors of ARNT/TACC3 protein interaction, primary screen, biochemical, AlphaScreen, single concentration | AlphaScreen His-ARNT PAS-B/GST-TACC3 binding, luminescence; TACC3 fragment carries E629A point mutation | Transforming acidic coiled-coil-containing protein 3 (Homo sapiens), Q9Y6A5 | inhibition, % at 9.99 µM | 390,000 tested, 0.66% active;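 active = mean inhibition of replicates at least 50% and at least half of replicates each reaching 50%; inconclusive = half or more replicates reach 50% but mean below 50%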;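 also: 0% = complete ARNT plus TACC3 wells and 100% = ARNT alone without TACC3; many hits fall short of the cut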
LGR2 inh – inhibitors of bursicon-induced LGR2 CRE-luciferase signal, primary screen, cell-based, HEK293, CRE-luciferase reporter, bursicon stimulation; inhibition, % at 9.99 µM; 380,000 tested, 0.35% active; bursicon-stimulated, 4 h; Drosophila bursicon receptor LGR2 (rickets); AID 720647, 2013;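 active = drop in luminescence signal, shown as inhibition above about 50% in the replicate tests, limit read from the data, passing the limit was not always enough; inconclusive = probably only some replicates passing the limit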;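 also: agonist challenge used bursicon conditioned medium at about half maximal strength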
Casp6 inh – human caspase-6 inhibitors, primary screen, biochemical, VEID-R110 fluorescence, single point, set 2; inhibition, % at 12.5 µM; 350,000 tested, 0.53% active; P55212; purified caspase-6, Z-VEID-R110 cleavage fluorescence;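 active = mean inhibition across replicates at least about 35%, with every replicate also reaching that limit, limit read from the data; inconclusive = only one of the two criteria met; inactive = neither criterion met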;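 also: 0% = median of neutral control wells and 100% = no fluorescence left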
Target sequence (P55212 24-179 limits assumed): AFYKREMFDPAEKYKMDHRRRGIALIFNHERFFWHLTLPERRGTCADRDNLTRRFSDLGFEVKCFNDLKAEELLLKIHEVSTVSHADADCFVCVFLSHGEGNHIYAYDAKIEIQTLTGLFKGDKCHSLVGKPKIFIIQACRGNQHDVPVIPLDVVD
Target sequence (P55212 194-293 limits assumed): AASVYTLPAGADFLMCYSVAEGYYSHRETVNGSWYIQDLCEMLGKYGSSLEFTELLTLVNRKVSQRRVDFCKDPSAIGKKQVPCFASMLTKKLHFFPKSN
* marks the source's active call; other numbers are inactive results; ? = inconclusive; . = not tested or not shown; & = joins results of further samples. Some of the compounds tested (hit frequency here may not be typical).

[1] COc1ccc(OC(=O)N(C)C[C@@H]2OCc3cnnn3CCCC(=O)N([C@@H](C)CO)C[C@@H]2C)cc1
[2] COc1ccc(N2C(=O)C(=O)N(c3ccc(OC)cc3)P2(=O)N(CCCl)CCCl)cc1
[3] CCC(=NCC1CCCO1)c1c(O)n(-c2ccc(Cl)cc2)c(=O)[nH]c1=O (stereo not given)
[4] CCOC(=O)CC1c2ccccc2-n2nncc2CN1CC1CCCCC1 (stereo not given)
[5] COC(=O)C1=C(c2ccc(Cl)c(C(F)(F)F)c2)C[C@@H]2CC[C@H]1N2C
[6] N#CC(C#N)=Cc1ccc(N2CCOCC2)cc1

Assay by compound	1	2	3	4	5	6
ARNT TACC3 PPI	2&6	3	-7	.	1	8
Casp6 inh	0&-1&0	-5	2	0	-2	2
DENV2 CPE rescue	-2&-8&1	12	.	2	12	4
LGR2 inh	-5&-9	-18	.	30	-6	1
SIRT5 inh	1&-3&1	.	-6	2	.	-1
PAX8 reporter	-16&7	7	13	-14	-17	-10
EWS-Fli block	-8&3&-3	-15	.	2	-4	-12

[7] CCOC(=O)C1=C(NC(=S)NC(=O)c2ccccc2)c2ccccc2CC12CCCC2
[8] CN1C(=O)C(=Cc2cn(CC(=O)N3CCCC3)c3ccccc23)C(=O)N(C)C1=O
[9] O=C(CCC(=O)N1CCOc2ccc(Cl)cc21)N1CCC2(CC1)OCCO2
[10] CN(C)c1ccccc1
[11] COc1ccc(-n2nc(C(=O)NCC(=O)N3CCC4(CC3)OCCO4)c3ccccc3c2=O)c(OC)c1
[12] Cc1cccc(CN2CCCC(C(=O)c3ccc4c(c3)OCO4)C2)n1 (stereo not given)

Assay by compound	7	8	9	10	11	12
ARNT TACC3 PPI	-2	-4	-5	.	.	-2
Casp6 inh	-1	1	0	-1	-5	-3
DENV2 CPE rescue	-12	4	13	13	-10	5
LGR2 inh	20	8	-15	13	-9	-1
SIRT5 inh	35*	0	-4	-3	-3	-3
PAX8 reporter	33	-8	-1	-29	-38	-4
EWS-Fli block	-28	14	.	9	-61	9

[13] CC(C)NC(=O)N1[C@@H]2c3ccc(-c4cccc(C(=O)N(C)C)c4)c(=O)n3C[C@H]1[C@H](CO)[C@H]2C(=O)O
[14] Fc1ccc(CCNCc2ccc(Cl)c(Cl)c2)cc1
[15] O=P(Oc1ccccc1)(Oc1ccccc1)C(O)c1ccc(Cl)cc1 (stereo not given)
[16] COC1C(OC(=O)c2ccc(C)[nH]2)C(O)C(Oc2ccc3c(O)c(NC(=O)c4ccc(O)c(CC=C(C)C)c4)c(=O)oc3c2Cl)OC1(C)C (stereo not given)
[17] c1ccc2sc(C3CCNCC3)nc2c1
[18] COC(=O)C1=C(c2ccccc2OCc2ccccc2)C[C@@H]2CC[C@H]1N2C(=O)NC1CCN(Cc2ccccc2)CC1

Assay by compound	13	14	15	16	17	18
ARNT TACC3 PPI	-4	-9	10	-6	-4	-16
Casp6 inh	-1	-7	-1	1	-4	1
DENV2 CPE rescue	?	.	?	15	4	14
LGR2 inh	1	7	-26	8	-1	19
SIRT5 inh	-33	-5	.	5	-5	.
PAX8 reporter	.	.	2	.	3	11
EWS-Fli block	-3	10	-5	11	17	16

[19] COC(=O)C1=C(c2ccccc2)C[C@@H]2CC[C@H]1N2C(=O)N1CCC(O)CC1
[20] CCCCn1c(O)c(C=NCc2ccc3c(c2)OCO3)c(=O)[nH]c1=O
[21] CCC(=O)c1cn(Cc2ccccc2)c2ccccc12
[22] O=C1NC(=O)C2(CCN(c3ccccc3)CC2)C(=O)N1
[23] CCc1ccc2nc(N3CCC(C(=O)N4CCC5(CC4)OCCO5)CC3)sc2c1
[24] CC=Cc1ccc2n(c1=O)C[C@@H]1[C@@H](CO)[C@H](C(=O)OC)[C@H]2N1C(=O)CC1CC1 (mixture of isomers)

Assay by compound	19	20	21	22	23	24
ARNT TACC3 PPI	1	-2	-7	-3	-3	-7
Casp6 inh	0	-2	2	2	2	-2
DENV2 CPE rescue	-5	-3	5	3	-3	.
LGR2 inh	8	26	-4	4	-19	-6
SIRT5 inh	.	-1	-1	2	30*	-12
PAX8 reporter	4	13	1	-11	-12	-14
EWS-Fli block	-12	10	11	2	-13	7

[25] CCCc1cc(=O)oc2cc(OCC(=O)N3C[C@H]4C[C@@H](C3)c3cccc(=O)n3C4)ccc12
[26] CCOc1ccc(-n2c(O)c(/C=C3\C=Nc4ccccc43)c(=O)[nH]c2=O)cc1
[27] Cc1cccc(CN2CCCN(Cc3ccc(Cl)cc3)S2(=O)=O)c1
[28] CO[C@H]1C=C2CCN(C)[C@H]2C2c3cc4c(cc3C(=O)O[C@@H]21)OCO4 (stereo not given in full)
[29] C[N+]1(C)C2CC(OC(=O)[C@H](CO)c3ccccc3)CC1C1OC12 (stereo not given in full)
[30] NCCNc1ccc([N+](=O)[O-])c2cccnc12

Assay by compound	25	26	27	28	29	30
ARNT TACC3 PPI	-16	-1	-12	1	1	1
Casp6 inh	0	4	-1	.	1	-4
DENV2 CPE rescue	3	8	4	-10	6	6
LGR2 inh	2	20	7	.	0	-5
SIRT5 inh	.	0	-4	0	0	4
PAX8 reporter	.	13	-21	6	-2	-2
EWS-Fli block	2	9	8	7	-1	14

[31] COc1cc(C(=O)OC2C[C@H]3CC[C@@H](C2)N3C)ccc1O (stereo not given in full)
[32] O=[N+]([O-])c1ccc(N2CCOCC2)c2cccnc12
[33] Cc1ccc(OC(=O)N(C)C[C@H]2OCc3ccccc3-c3c(n(C)c4ccccc34)C(=O)N([C@@H](C)CO)C[C@@H]2C)cc1
[34] CC[C@@H](CO)NC(=O)[C@@H]1C=C2c3cccc4c3c(cn4C)C[C@H]2N(C)C1
[35] CC(=O)N1Cc2cnnn2-c2ccccc2C1(C#N)Cc1ccccc1 (stereo not given)
[36] C1=CC(Cc2cncs2)c2ccccc21 (stereo not given)

Assay by compound	31	32	33	34	35	36
ARNT TACC3 PPI	-4	14	.	6&5	-1	0
Casp6 inh	-5	-4	2	73*	2	-1
DENV2 CPE rescue	2	-1	9	8&10	?	-7
LGR2 inh	13	-34	6	1	-1	4
SIRT5 inh	-9	0	1	-9&-16	0	.
PAX8 reporter	4	-9	43	-5&-13	-5	1
EWS-Fli block	1	5	-3	-30&-27	-2	-7

Reformatted: six of the compounds above
Every second line gives: ARNT TACC3 PPI	Casp6 inh	DENV2 CPE rescue	LGR2 inh	SIRT5 inh	PAX8 reporter	EWS-Fli block
14) Fc1ccc(CCNCc2ccc(Cl)c(Cl)c2)cc1
→ -9	-7	.	7	-5	.	10
35) CC(=O)N1Cc2cnnn2-c2ccccc2C1(C#N)Cc1ccccc1 (stereo not given)
→ -1	2	?	-1	0	-5	-2
10) CN(C)c1ccccc1
→ .	-1	13	13	-3	-29	9
19) COC(=O)C1=C(c2ccccc2)C[C@@H]2CC[C@H]1N2C(=O)N1CCC(O)CC1
→ 1	0	-5	8	.	4	-12
36) C1=CC(Cc2cncs2)c2ccccc21 (stereo not given)
→ 0	-1	-7	4	.	1	-7
9) O=C(CCC(=O)N1CCOc2ccc(Cl)cc21)N1CCC2(CC1)OCCO2
→ -5	0	13	-15	-4	-1	.

Next section
[37] COc1ccc(NC(=O)N2Cc3ccccc3-n3nncc3C2)cc1
[38] O=[N+]([O-])c1nccn1CC(O)CN1CC1 (stereo not given)
[39] CCc1ccc(CNCCc2c[nH]c3ccccc23)cc1
[40] NC(Cc1ccc(O)cc1)C(=O)NN=Cc1ccc(N(CCCl)CCCl)cc1 (stereo not given)
[41] CC12CC(=O)C3C(CCC4CC=CCC43C)C1CCC2=O (stereo not given)
[42] C/C=C1\CN2[C@H]3C[C@@]45c6ccccc6N(C)[C@H]4[C@@H]2CC1C3[C@H]5O (stereo not given in full)

Assay by compound	37	38	39	40	41	42
ARNT TACC3 PPI	.	.	9	-3	-2	1
Casp6 inh	33	-134	-8	0	-1	-4
DENV2 CPE rescue	-11	-1	0	2	-9	-1
LGR2 inh	27	10	3	24	12	-1
SIRT5 inh	-2	1	3	2	0	-1
PAX8 reporter	-16	-3	-11	14	-10	.
EWS-Fli block	-1	-8	15	57*	3	6

[43] CC1(C)CCCN1CCC(C(N)=O)(c1ccccc1)c1ccccc1
[44] CC(=O)OC(C)(C)/C=C/C(=O)C(C)(O)C1C(O)CC2(C)C3CC=C4C(CC(O)C(=O)C4(C)C)C3(C)C(=O)CC12C (stereo not given)
[45] COC(=O)N(C)c1ccc(C(O)(C(=O)OC)C(F)(F)F)cc1 (stereo not given)
[46] Cc1ccc(N2C(=O)NC(=O)/C(=C/c3ccc(-c4ccc(C(=O)O)c(Cl)c4)o3)C2=O)cc1
[47] CN1CCN(Cc2cn3cccnc3n2)CC1
[48] COc1ccccc1NC(=O)c1cn(CCC#N)nc1-c1cccc(Cl)c1

Assay by compound	43	44	45	46	47	48
ARNT TACC3 PPI	-1	-5	-4	-1	-7	-11
Casp6 inh	0	0	0	24	-6	0
DENV2 CPE rescue	-7	10	-5	10	8	-2
LGR2 inh	9	89*	3	-2	23	-8
SIRT5 inh	.	-8	-1	7	-2	-1
PAX8 reporter	0	108*	-15	6	12	-2
EWS-Fli block	6	-4	8	14	-5	-2

[49] COc1cccc(C2CCN(C)C2)c1 (stereo not given)
[50] COC(=O)C1=C(c2cccc(OCc3ccccc3)c2)C[C@@H]2CC[C@H]1N2C(=O)NCc1ccc([N+](=O)[O-])cc1
[51] O=C(Cc1cccnc1)N1CCCCN2[C@H](CO)[C@H](c3ccc(/C=C/c4ccccc4)cc3)[C@@H]2C1
[52] CCCCCCC(=O)c1c(O)n(-c2ccccc2OC)c(=O)[nH]c1=O (tested in a mixture with another compound)
[53] Cc1ccc(-c2nc3ccccc3c(=O)n2-c2ncccc2C)cc1
[54] CCC1(CCC(C)C)C(=O)NC(=O)N(c2ccccc2)C1=O (stereo not given)

Assay by compound	49	50	51	52	53	54
ARNT TACC3 PPI	.	0	7	.	-3	.
Casp6 inh	.	-1	1	-3	0	1
DENV2 CPE rescue	-2	-10	-1	2	.	-5
LGR2 inh	2	10	6	10	11	0
SIRT5 inh	-2	8	2	0	2	.
PAX8 reporter	0	25	7	-2	.	-8
EWS-Fli block	0	8	5	-1	.	9

[55] Fc1ccccc1CN1CCN(c2ccc(Cl)cc2)CC1
[56] COC(=O)c1ccc(CC(C(=O)c2ccccc2)N(C)C)cc1 (stereo not given)
[57] COc1ccccc1NC(=O)COC(=O)c1cn(C)c2ccccc12
[58] Cc1ccc(CN2C3CCCC2CC(NC(=O)Nc2cccc(F)c2)C3)cc1 (stereo not given)

Assay by compound	55	56	57	58
ARNT TACC3 PPI	-5	1	-7	7
Casp6 inh	-1	-2	-1	1
DENV2 CPE rescue	-4	18	16	3
LGR2 inh	-7	-50	19	-8
SIRT5 inh	-3	-4	-3	0
PAX8 reporter	-64	-67	8	-3
EWS-Fli block	6	-58	4	-6
